Bioassay records (PubChem BioAssay)
ABCG2 block: ABCG2 efflux pump inhibitors, primary screen, multiplex with ABCB1, IgMXP3 cells, flow cytometry | inhibition, % at 6.6 µM | AID 1325, 2008 | actives 0.1% (n = 190,000) | JC-1 efflux;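 active means inhibition above 80%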;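 further: 0% = DMSO and 100% = nicardipine control wells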
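test system = two drug-resistant human cell lines, ABCG2 and ABCB1 | amount = 3 million cells/mL final, two lines in 1:1 ratio | reagent = JC-1 transporter substrate | doses = one concentration, 6.6 µM final | incubation = 10 min at 25 °C | signal = flow cytometric JC-1 green MFI at 530 nm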
Mcl1-Bid inh: Mcl-1/Bid binding inhibitors, primary screen, biochemical, TR-FRET, 1536-well. Induced myeloid leukemia cell differentiation protein Mcl-1 (Homo sapiens), Q07820. TR-FRET Mcl-1/Bid-Dy647 peptide binding. inhibition, % at 21.7 µM. actives 0.97% (n = 220,000). AID 1021, 2008;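 active means compounds that cut the binding signal by more than half at the single screening dose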;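 further: His-tagged Mcl-1 with europium anti-His antibody binding Bid BH3 peptide; 0% = Mcl-1 plus peptide wells and 100% = peptide-only wells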
Target sequence (Q07820 whole entry, looked up): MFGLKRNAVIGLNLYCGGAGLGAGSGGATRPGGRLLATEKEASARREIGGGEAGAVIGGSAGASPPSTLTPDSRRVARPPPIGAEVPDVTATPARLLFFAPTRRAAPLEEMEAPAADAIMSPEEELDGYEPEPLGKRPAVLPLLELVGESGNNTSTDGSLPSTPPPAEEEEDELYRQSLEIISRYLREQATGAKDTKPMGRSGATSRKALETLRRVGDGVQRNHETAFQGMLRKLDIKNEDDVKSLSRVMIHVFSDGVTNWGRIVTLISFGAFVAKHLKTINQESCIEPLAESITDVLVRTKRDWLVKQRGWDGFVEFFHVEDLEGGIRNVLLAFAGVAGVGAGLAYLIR
ABCB1 block: ABCB1 efflux pump inhibitors, primary screen, cell-based, multiplex, flow cytometry, ABCG2 counter-screen; actives 0.067% (n = 190,000); inhibition, % at 6.6 µM; ATP-dependent translocase ABCB1 (Homo sapiens), P08183; CCRF-Adr cells, JC-1 efflux; in the data active means inhibition above about 40%;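 further: 0% = vehicle and 100% = reference inhibitor; higher value means more JC-1 retained so stronger ABCB1 efflux block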
Mcl1 Noxa PPI: Mcl-1/Noxa binding inhibitors, primary screen, biochemical, TR-FRET, 1536-well; Induced myeloid leukemia cell differentiation protein Mcl-1 (Homo sapiens), Q07820; TR-FRET Mcl-1/Noxa peptide binding, 2 h; inhibition, % at 21.7 µM; actives 1.5% (n = 220,000); AID 1022, 2008;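 active means compounds that cut the protein-peptide binding signal by more than 50% relative to plate controls in a single-dose test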;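 further: His-tagged Mcl-1 with rhodamine Noxa BH3 peptide and terbium anti-His antibody; 0% = Mcl-1 plus Noxa peptide wells and 100% = peptide-only wells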
Avidin bead fluor: green autofluorescence of compounds with avidin beads – biophysical, 488/530 nm, flow cytometry, artefact control, profiling panel | compound fluorescence 488/530 nm; hits give high values | fluorescence (KMESF) at 10 µM | actives 0.38% (n = 220,000) | AID 1775, 2009; in the data active means fluorescence above about 47; further: inactives centre near 10
RGS8-Gao: RGS8-Galphao binding modulators, primary screen, biochemical, multiplexed bead flow cytometry. actives lie on both sides. response (percent of control binding), % at 10 µM. actives 0.34% (n = 220,000); in the data active means response below about 60% or above about 140%; inactive means in between;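 further: Galphao activated as the GDP aluminium fluoride complex binding bead-coupled RGS8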
Target sequence (P09471 whole entry, looked up): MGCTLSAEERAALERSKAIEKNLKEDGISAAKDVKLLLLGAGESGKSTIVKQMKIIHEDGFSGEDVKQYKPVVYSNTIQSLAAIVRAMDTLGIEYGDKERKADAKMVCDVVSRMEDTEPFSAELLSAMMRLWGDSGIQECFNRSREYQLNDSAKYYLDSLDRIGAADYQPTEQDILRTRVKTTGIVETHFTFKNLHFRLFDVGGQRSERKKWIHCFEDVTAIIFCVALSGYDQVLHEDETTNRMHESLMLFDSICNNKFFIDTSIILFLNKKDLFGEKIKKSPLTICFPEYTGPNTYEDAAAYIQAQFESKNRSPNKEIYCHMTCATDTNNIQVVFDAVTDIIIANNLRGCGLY
RGS7-Gao: RGS7-Galphao binding modulators, primary screen, biochemical, multiplexed bead flow cytometry | Guanine nucleotide-binding protein G(o) subunit alpha (Homo sapiens), P09471 | actives lie on both sides | binding response (% of control), % at 10 µM | actives 0.35% (n = 220,000) | AID 1439, 2008; in the data active means binding response below about 49% or above about 150%; inconclusive means no clear call, values can overlap the other calls; inactive means in between;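 further: fluorescent Galphao held in activated GDP-AlF4 state binding bead-coupled RGS7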
GSH bead fluor: compound fluorescence on glutathione beads, profiling panel, artefact control, biophysical, 488/530 nm, flow cytometry | GSH beads flow cytometry, compound fluorescence 488/530 nm; hits give high values | fluorescence (KMESF) at 10 µM | actives 0.25% (n = 190,000) | AID 1776, 2009; in the data active means fluorescence above about 89;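 further: glutathione beads carrying GST-tagged Bcl family fusion proteins plus one bare bead set; values are compound well signal with DMSO vehicle wells as background; inactives centre near 16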
Pf gamet viab: late stage P. falciparum gametocyte viability inhibitors, primary screen, ATP luminescence, HTS. P. falciparum stage V gametocytes, 24 h. inhibition, % at 10.9 µM. actives 0.065% (n = 150,000);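 active means inhibition above the mean plus 3 SD of compounds within the control limits, set per campaign, cut at about 38% in these data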;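 further: 0% = DMSO wells and 100% = medium only without gametocytes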
RGS4-Gao reg: modulators of RGS4 binding to Galphao, primary screen, biochemical, multiplexed bead flow cytometry. actives lie on both sides. binding response (% of control), % at 10 µM. actives 0.33% (n = 220,000); in the data active means binding response below about 49% or above about 150%; inactive means in between;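 further: fluorescent Galphao activated with aluminum fluoride binding bead-coupled RGS4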
Mcl-1 Bim block: inhibitors of Bim peptide binding to Mcl-1, primary screen, biochemical, bead-based flow cytometry, multiplex; actives 0.1% (n = 190,000); inhibition, % at 10 µM; AID 1009, 2008; Bim peptide-Mcl-1 binding; Induced myeloid leukemia cell differentiation protein Mcl-1 (Homo sapiens), Q07820; in the data active means inhibition above about 40%;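 further: 0% = no compound tracer wells and 100% = peptide blocker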
Numbers without * were called inactive; & = joins results of further samples.

Screening O=C(O)c1ccc(CNCc2cccc(Cl)c2Cl)cc1 returned ABCG2 block 4, Mcl1-Bid inh 9, ABCB1 block 1.1, Mcl1 Noxa PPI 5, Avidin bead fluor 14, RGS8-Gao 107, RGS7-Gao 120, GSH bead fluor 25, Pf gamet viab 14, RGS4-Gao reg 122 and Mcl-1 Bim block 0.
Screening NS(=O)(=O)c1ccc(N=Nc2c(O)ccc3ccccc23)cc1 returned ABCG2 block 4, Mcl1-Bid inh 12, ABCB1 block 0.5, Mcl1 Noxa PPI 49, Avidin bead fluor 12, RGS8-Gao 99, RGS7-Gao 102, GSH bead fluor 24, Pf gamet viab 0, RGS4-Gao reg 99 and Mcl-1 Bim block 1.
Cc1ccc(Nc2nc3ccccc3[nH]2)nc1 was read as ABCG2 block 8, Mcl1-Bid inh -9, ABCB1 block 1.7, Mcl1 Noxa PPI 23, Avidin bead fluor 9, RGS8-Gao 105, RGS7-Gao 100, GSH bead fluor 15, Pf gamet viab -10, RGS4-Gao reg 100 and Mcl-1 Bim block -2.
For COc1ccc(O)c(/C=N/NC(=O)c2ccc(CSc3nc(C)cc(C)n3)cc2)c1 the results were ABCG2 block -1, Mcl1-Bid inh 6, ABCB1 block -1.0, Mcl1 Noxa PPI 26, Avidin bead fluor 3, RGS8-Gao 105, RGS7-Gao 99, GSH bead fluor 4, RGS4-Gao reg 103 and Mcl-1 Bim block -5.
Cc1ccc(S(=O)(=O)NC(=O)NCc2ccccn2)cc1 was read as ABCG2 block 1, Mcl1-Bid inh -35, ABCB1 block 0.1, Mcl1 Noxa PPI 7, Avidin bead fluor 8, RGS8-Gao 102, RGS7-Gao 99, GSH bead fluor 256*, Pf gamet viab 4, RGS4-Gao reg 104 and Mcl-1 Bim block -2.
`N#Cc1ccc(Cl)cc1NC(=O)COC(=O)c1ccc(S(=O)(=O)N2CCCC2)cc1` gave ABCG2 block 4, Mcl1-Bid inh -20, ABCB1 block 1.0, Mcl1 Noxa PPI -11, Avidin bead fluor 13, RGS8-Gao 102, RGS7-Gao 104, GSH bead fluor 13, RGS4-Gao reg 108 and Mcl-1 Bim block 0.
Screening Cn1c(SCC(=O)Nc2ccc(F)cc2)nc2c([nH]c3ccccc32)c1=O returned ABCG2 block 12, Mcl1-Bid inh -3, ABCB1 block 0.4, Mcl1 Noxa PPI -2, Avidin bead fluor 11, RGS8-Gao 100, RGS7-Gao 106, GSH bead fluor 10, RGS4-Gao reg 103 and Mcl-1 Bim block 0.
`CC(=O)NCc1ccc(S(=O)(=O)N/N=C/c2ccccc2)cc1` gave ABCG2 block 1, Mcl1-Bid inh -26, ABCB1 block 0.0, Mcl1 Noxa PPI 5, Avidin bead fluor 2, RGS8-Gao 82, RGS7-Gao 89, GSH bead fluor 4, Pf gamet viab -1, RGS4-Gao reg 68 and Mcl-1 Bim block -1.
`CCn1cc(C(=O)O)c(=O)c2cnc(N3CCN(C(=S)Nc4ccccc4C(F)(F)F)CC3)nc21` gave Mcl1-Bid inh -23, Mcl1 Noxa PPI -99, Avidin bead fluor 10, RGS8-Gao 97, RGS7-Gao inconclusive, Pf gamet viab 14 and RGS4-Gao reg 100.
`CCOC(=O)c1ccccc1NC(=O)CSc1nnc(C(C)C)n1CC` gave ABCG2 block 14, Mcl1-Bid inh 1, ABCB1 block 1.5, Mcl1 Noxa PPI -10, Avidin bead fluor 23, RGS8-Gao 103, RGS7-Gao 107, GSH bead fluor 11, Pf gamet viab -4, RGS4-Gao reg 103 and Mcl-1 Bim block -2.
COC(=O)c1ccc(C2NC(C(=O)O)CS2)cc1 (stereo unspecified) was read as ABCG2 block 0, Mcl1-Bid inh -47, ABCB1 block 0.1, Mcl1 Noxa PPI 12, Avidin bead fluor 10, RGS8-Gao 100, RGS7-Gao 98, GSH bead fluor 7, Pf gamet viab -2, RGS4-Gao reg 98 and Mcl-1 Bim block 3.
Screening CCCCNS(=O)(=O)c1ccc2nc(SCC(=O)Nc3sccc3C#N)[nH]c2c1 returned ABCG2 block -1, Mcl1-Bid inh -23, ABCB1 block -0.2, Mcl1 Noxa PPI 27, Avidin bead fluor 8, RGS8-Gao 101, RGS7-Gao 100, GSH bead fluor 4, RGS4-Gao reg 103 and Mcl-1 Bim block -1.

Structural class, the entries above containing a Cl atom
Screening O=C(O)c1ccc(CNCc2cccc(Cl)c2Cl)cc1 returned ABCG2 block 4, Mcl1-Bid inh 9, ABCB1 block 1.1, Mcl1 Noxa PPI 5, Avidin bead fluor 14, RGS8-Gao 107, RGS7-Gao 120, GSH bead fluor 25, Pf gamet viab 14, RGS4-Gao reg 122 and Mcl-1 Bim block 0.
`N#Cc1ccc(Cl)cc1NC(=O)COC(=O)c1ccc(S(=O)(=O)N2CCCC2)cc1` gave ABCG2 block 4, Mcl1-Bid inh -20, ABCB1 block 1.0, Mcl1 Noxa PPI -11, Avidin bead fluor 13, RGS8-Gao 102, RGS7-Gao 104, GSH bead fluor 13, RGS4-Gao reg 108 and Mcl-1 Bim block 0.

New compounds follow.
Screening OC(CCCN1CCC(O)(c2ccc(Cl)cc2)CC1)c1ccc(F)cc1 (stereo unspecified) returned ABCG2 block -2, Mcl1-Bid inh -14, ABCB1 block -0.8, Mcl1 Noxa PPI 9, Avidin bead fluor 7, RGS8-Gao 99, RGS7-Gao 104, GSH bead fluor 19, RGS4-Gao reg 103 and Mcl-1 Bim block -4.
Screening O=[N+]([O-])c1ccc(-c2nn(-c3ccccc3)cc2/C=N/n2c(-c3ccncc3)n[nH]c2=S)cc1 returned Mcl1-Bid inh -60, Mcl1 Noxa PPI 52*, Avidin bead fluor 6, RGS8-Gao 101, RGS7-Gao inconclusive, Pf gamet viab -5 and RGS4-Gao reg 100.
For C=CCn1c(CSCc2ccc(Cl)cc2Cl)nnc1SCC(=O)Nc1ccc(C(=O)O)cc1 the results were Mcl1-Bid inh 6, Mcl1 Noxa PPI 11, Avidin bead fluor 6, RGS8-Gao 104, RGS7-Gao inconclusive, Pf gamet viab -16 and RGS4-Gao reg 104.
For Cc1ccc(CNC(=O)CSCc2cccc(F)c2)cc1 the results were ABCG2 block 5, Mcl1-Bid inh -33, ABCB1 block 0.6, Mcl1 Noxa PPI -2, Avidin bead fluor 7, RGS8-Gao 100, RGS7-Gao 97, GSH bead fluor 13, Pf gamet viab -7, RGS4-Gao reg 104 and Mcl-1 Bim block 0.
`Cc1nn(-c2ccccc2)c(C)c1/C=N/n1cnnc1` gave ABCG2 block 10, Mcl1-Bid inh -13, ABCB1 block -0.1, Mcl1 Noxa PPI 15, Avidin bead fluor 7, RGS8-Gao 98, RGS7-Gao 97, GSH bead fluor 21, RGS4-Gao reg 99 and Mcl-1 Bim block -2.
`CN(CC(=O)O)S(=O)(=O)c1ccc2c(c1)NC(=O)CC(=O)N2` gave ABCG2 block -2, Mcl1-Bid inh -8, ABCB1 block -0.4, Mcl1 Noxa PPI -3, Avidin bead fluor 11, RGS8-Gao 100, RGS7-Gao inconclusive, GSH bead fluor 11, Pf gamet viab -22, RGS4-Gao reg 101 and Mcl-1 Bim block 2.
O=C(c1ccc2c(=O)n3c(nc2c1)CCCCC3)N1CCN(c2ccc(F)cc2)CC1 was read as Mcl1-Bid inh -24, Mcl1 Noxa PPI 4, Avidin bead fluor 6, RGS8-Gao 95, RGS7-Gao inconclusive, Pf gamet viab -16 and RGS4-Gao reg 95.
Screening O=C(NN=C1C2CC3CC1CC(Cl)(C3)C2)c1cccs1 returned ABCG2 block 1, Mcl1-Bid inh -3, ABCB1 block 0.4, Mcl1 Noxa PPI -3, Avidin bead fluor 16, RGS8-Gao 106, RGS7-Gao 107, GSH bead fluor 13, Pf gamet viab 3, RGS4-Gao reg 107 and Mcl-1 Bim block 1.
Screening O=C(/C=C/c1c[nH]c2ccccc12)c1ccccc1 returned ABCG2 block 15, Mcl1-Bid inh -49, ABCB1 block 1.2, Mcl1 Noxa PPI -12, Avidin bead fluor 20, RGS8-Gao 103, RGS7-Gao 103, GSH bead fluor 16, Pf gamet viab 2, RGS4-Gao reg 103 and Mcl-1 Bim block -3.
Screening CC(=O)c1ccc(COC(=O)c2ccccc2NC(=O)C(C)C)cc1 returned ABCG2 block 32, Mcl1-Bid inh -1, ABCB1 block 1.0, Mcl1 Noxa PPI 3, Avidin bead fluor 10, RGS8-Gao 102, RGS7-Gao inconclusive, GSH bead fluor 16, RGS4-Gao reg 100 and Mcl-1 Bim block 0.
`CCOC(=O)c1ccc(NC(=O)N2CC(C)OC(C)C2)cc1` (stereo unspecified) gave ABCG2 block 0, Mcl1-Bid inh -18&-5, ABCB1 block 0.0, Mcl1 Noxa PPI -1&-1, Avidin bead fluor 31&6, RGS8-Gao 102&124, RGS7-Gao inconclusive, GSH bead fluor 18, Pf gamet viab -21, RGS4-Gao reg 102&129 and Mcl-1 Bim block -3.
Screening CCCCn1c(CN2CCN(c3cccc(Cl)c3)CC2)nc2c1c(=O)[nH]c(=O)n2C returned ABCG2 block 7, Mcl1-Bid inh -25, ABCB1 block 1.1, Mcl1 Noxa PPI -23, Avidin bead fluor 5, RGS8-Gao 101, RGS7-Gao 99, GSH bead fluor 18, Pf gamet viab -17, RGS4-Gao reg 101 and Mcl-1 Bim block -1.
`CC(C)COc1nc2ccccc2c(=O)n1OCC(=O)O` gave ABCG2 block 1, Mcl1-Bid inh 2, ABCB1 block 0.3, Mcl1 Noxa PPI 12, Avidin bead fluor 38, RGS8-Gao 101, RGS7-Gao 101, GSH bead fluor 17, RGS4-Gao reg 103 and Mcl-1 Bim block 1.
CCOC(=O)Cn1c2c(c(=N)c3ccccc31)CCC2 was read as ABCG2 block 5, Mcl1-Bid inh 5, ABCB1 block 0.7, Mcl1 Noxa PPI 10, Avidin bead fluor 11, RGS8-Gao 96, RGS7-Gao 95, GSH bead fluor 11, RGS4-Gao reg 96 and Mcl-1 Bim block 4.
